STAT3 blocker: reduces IL-6 driven STAT3 reporter signal; inhibition, % at 5.5 µM; 190,000 compounds, 0.89% hits; U3A cells, IL-6 STAT3-luciferase reporter, luminescence; host cell line lacks STAT1;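 active means inhibition above the mean inhibition across all screened compounds plus 3 SD, cut at about 44% in these data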;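 further: 0% = DMSO only wells and 100% = 100 µM nifuroxazide control wells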
APP transl inh: APP translation inhibition | AID 1285 | SH-SY5Y APP 5'UTR-luciferase reporter, luminescence | inhibition, % at 2 µM | 190,000 compounds, 0.82% hits;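 active means inhibition above a set limit, derived from the sample mean plus 3 SD, cut at about 45% in these data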; further: values of inactives mirror those of a sister screen read the other way
STAT1 activator: increases IFN-gamma driven STAT1 reporter signal; NIH 3T3 STAT1-luciferase reporter, luminescence; 100% = IFN-gamma alone, no compound; activation (% of control), % at 5.5 µM; 200,000 compounds, 2.6% hits;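 active means activation above the screen-wide mean activation plus 3 SD, cut at about 130% in these data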;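 further: raw ratio to IFN-gamma control signal so 100% means no change and 0% no light; values of inactives mirror those of a sister screen read the other way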
FLuc inh counter: counter-screen for luciferase assay inhibitors: firefly luciferase inhibition; ATPLite firefly luciferase biochemical luminescence, 10 min; P08659; inhibition, % at 10 µM; 200,000 compounds, 1.5% hits;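 active means inhibition above about 50% when tested at 10 µM, limit read from the data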
Target sequence (P08659 whole entry, looked up): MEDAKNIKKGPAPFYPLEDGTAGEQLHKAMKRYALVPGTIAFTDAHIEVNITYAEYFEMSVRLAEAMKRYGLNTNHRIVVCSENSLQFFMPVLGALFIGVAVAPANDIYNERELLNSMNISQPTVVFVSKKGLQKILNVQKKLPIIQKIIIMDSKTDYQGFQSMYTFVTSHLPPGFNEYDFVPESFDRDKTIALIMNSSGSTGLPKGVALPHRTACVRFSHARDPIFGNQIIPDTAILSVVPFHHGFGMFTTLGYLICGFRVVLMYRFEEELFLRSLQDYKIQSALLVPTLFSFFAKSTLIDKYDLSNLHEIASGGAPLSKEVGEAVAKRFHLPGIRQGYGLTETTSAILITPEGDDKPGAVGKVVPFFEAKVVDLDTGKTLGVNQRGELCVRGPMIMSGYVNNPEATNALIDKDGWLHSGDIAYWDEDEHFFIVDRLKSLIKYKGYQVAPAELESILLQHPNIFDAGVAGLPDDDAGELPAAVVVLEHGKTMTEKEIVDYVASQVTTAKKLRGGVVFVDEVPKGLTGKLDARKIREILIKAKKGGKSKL
APP 5'UTR act: APP 5'UTR luciferase reporter activation; activation, % at 2 µM; 190,000 compounds, 1% hits; SH-SY5Y APP 5'UTR luciferase reporter, luminescence; zero percent = DMSO vehicle wells;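 active means activation above a set limit, based on mean plus 3 SD of controls, cut at about 140% in these data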; further: values of inactives mirror those of a sister screen read the other way
FLuc stim CS: affects firefly luciferase, flagging false hits in luciferase stimulation screens; ATPlite luciferase biochemical, luminescence, 10 min; 0 = ATP-free wells, 1 = DMSO control; activation factor at 10 µM; P08659; 200,000 tested, under 10 active;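 active means luciferase activation factor, scaled between plate controls, of at least 2 with compound at 10 µM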
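System: luciferase plus luciferin reagent, cell-free; medium: PBS as buffer for the ATP substrate; dosing: test compounds dosed from 2 mM stocks in 100% DMSO; timing: 10 min post-reagent at room temperature; measured by: luminescence measurement of luciferase light output; evaluation: luciferase activation, seen as luminescence increase over controls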
STAT3 act: activators of IL-6 induced STAT3 signaling. activation (% of control), % at 5.6 µM. 190,000 compounds, 0.91% hits. U3A cells, IL-6 STAT3-luciferase reporter, luminescence; 100% = signal with IL-6 EC80 alone;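 active means activation above the screen-wide mean of compound activation plus 3 SD, cut at about 130% in these data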;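 further: 0% = background luminescence of wells with medium and substrate only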
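Detection: reporter luminescence signal / Assay system: STAT1-lacking human U3A cells, STAT3 luciferase reporter / Incubation: compound pre-incubation 1 h before IL-6, then 6 h stimulation at 37 °C / Control set: IL-6-only high control / Read-out: % activation relative to IL-6 control / Probe or stimulus: Interleukin-6, 33 ng/mL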
NF-kB expr up: compounds increasing NF-kB expression in human neuronal cells. 190,000 compounds, 1.6% hits. NF-kB reporter expression; hits give high values. fold change at 12.5 µM; in the data active means fold change above about 3.3
ROMK primary: modulators of human ROMK potassium channel; 130,000 compounds, 2% hits; Tet-inducible ROMK, thallium flux fluorescence; actives lie on both sides; P48048; AID 1918; B-score at 10 µM;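 active means signal ratio slope over the read window, or its plate-corrected B-score, at least 3 SD from the plate mean, either direction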;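 further: B-score of the F/F0 ratio slope over 7 to 12 s after thallium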
Target sequence (P48048 whole entry, looked up): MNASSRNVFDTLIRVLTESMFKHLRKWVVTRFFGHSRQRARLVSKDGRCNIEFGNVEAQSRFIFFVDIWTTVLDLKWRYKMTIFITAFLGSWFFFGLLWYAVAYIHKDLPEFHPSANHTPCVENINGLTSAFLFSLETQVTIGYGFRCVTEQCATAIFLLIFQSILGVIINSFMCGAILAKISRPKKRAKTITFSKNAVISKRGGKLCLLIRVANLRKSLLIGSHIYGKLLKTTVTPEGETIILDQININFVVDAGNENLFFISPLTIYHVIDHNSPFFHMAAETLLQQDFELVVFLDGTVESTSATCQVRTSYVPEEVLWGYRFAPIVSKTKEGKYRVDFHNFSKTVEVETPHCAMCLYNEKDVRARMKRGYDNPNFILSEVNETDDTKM
STAT1 blocker: reduces IFN-gamma driven STAT1 reporter signal; inhibition, % at 5.5 µM; NIH 3T3 STAT1-luciferase reporter, luminescence; 200,000 compounds, 0.35% hits;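 active means inhibition above a set limit, the mean inhibition across all tested compounds plus 3 SD, cut at about 34% in these data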;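 further: 0% = IFN-gamma with DMSO and 100% = IFN-gamma with 300 µM nifuroxazide; values of inactives mirror those of a sister screen read the other way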
* marks the source's active call; other numbers are inactive results; . = no result given. Hits appear at their usual frequency; overall some 7.1% were active at least once.

SMILES | STAT3 blocker | APP transl inh | STAT1 activator | FLuc inh counter | APP 5'UTR act | FLuc stim CS | STAT3 act | NF-kB expr up | ROMK primary | STAT1 blocker
Clc1ccc(-c2nnc(CSc3nnc(-c4cccs4)o3)o2)cc1 | 12 | -9 | 110 | -3 | 9 | 1 | 93 | 1.2 | . | -11
O=C(CCN1C(=O)C2C3C=CC(C3)C2C1=O)Nc1ccc(F)cc1 (configuration not stated) | 2 | -6 | 106 | -2 | 6 | 1 | 105 | 1 | -0.33 | -6
O=C(Nc1ccccc1)c1ccc(NCc2ccco2)c(S(=O)(=O)N2CCOCC2)c1 | 18 | -9 | 82 | -1 | 9 | 1 | 86 | 0.82 | . | 20
CCOC(=O)C(C)Sc1snnc1C (configuration not stated) | 8 | -2 | 99 | . | 1 | . | 101 | . | . | 2
COc1ccc(C(c2nnnn2C2CCCC2)N2CCN(c3ccccc3)CC2)cc1 (configuration not stated) | 7 | 3 | 100 | -3 | -3 | 1 | 97 | 1.1 | . | 2
CCOC(=O)C1=C(C)N(C)C(C)=C(C(=O)OCC)C1c1ccc(C(=O)OC)cc1 | 8 | 13 | 94 | -4 | -13 | 1 | 93 | 0.8 | -0.52 | 5
Cc1c(Cl)cccc1NC(=O)CCCn1nc([N+](=O)[O-])cc1C | 17 | 5 | 93 | -8 | -5 | 1.1 | 90 | 1 | 0.15 | 9
CCc1cc2c(NC(C(=O)O)C(C)C)ncnc2s1 (configuration not stated) | 6 | -3 | 100 | -8 | 3 | 1.1 | 99 | 1.1 | . | 0
Cn1c(CCNC(=O)c2ccccc2)nc2cc(NC(=O)C3CCCCC3)ccc21 | -2 | 19 | 103 | 0 | -19 | 1 | 101 | 1.7 | 0.17 | -2
COc1cccc(OC)c1C(=O)n1nc(C)cc1C | 2 | -8 | 106 | -9 | 8 | 1.1 | 102 | 0.97 | . | -6
Cc1c(Cl)cccc1NC(=S)N(CCCN1CCOCC1)Cc1cccs1 | 9 | 8 | 105 | -5 | -8 | 1.1 | 95 | 1 | -2.5 | -6
COc1ccccc1NC(=O)c1cn(C)c(=O)c2cc(OC)c(OC)cc12 | 0 | -9 | 107 | -6 | 9 | 1.1 | 103 | 0.61 | . | -8
CSCCC(NC(=O)c1cc([N+](=O)[O-])ccc1Cl)C(=O)O (configuration not stated) | -4 | -5 | 97 | -5 | 5 | 1.1 | 102 | 1.2 | . | 3
CCOC(=O)Nc1ccc(OCc2nnc3c4ccccc4c(C)nn23)cc1 | 28 | -5 | 95 | 3 | 5 | 1 | 80 | 0.98 | -1.6 | 3
CCn1ncc(C2=NOC(C(=O)Nc3cccc(C(C)=O)c3)C2)c1C (configuration not stated) | 30 | -2 | 84 | -2 | 2 | 1 | 80 | 0.87 | . | 17
CN1CCc2c(sc3c2C(=O)NC(c2cn(Cc4ccccc4)c4ccccc24)N3)C1 (configuration not stated) | 8 | 16 | 96 | -5 | -16 | 1.1 | 95 | 0.92 | . | 4
Cn1cc(CNCc2ccc(OC(F)(F)F)cc2)c(-c2ccc3c(c2)OCCO3)n1 | 56* | -10 | 69 | -4 | 11 | 1 | 54 | 0.57 | . | 33
O=C(CC12CC3CC(CC(C3)C1)C2)N1CCCOC1 | 7 | -4 | 105 | -12 | 4 | 1.1 | 98 | 1.3 | . | -6
Cc1cc(Sc2nc(NC(C)C)nc(NC(C)C)n2)nc(Cl)n1 | 10 | -8 | 98 | 3 | 8 | 1 | 96 | 1.3 | 1 | 4
O=C(CN1CCN(c2ccccn2)CC1)NCCc1ccccc1 | 4 | 2 | 107 | -5 | -2 | 1.1 | 100 | 1.3 | 0.1 | -8
CC(=O)NS(=O)(=O)c1ccc(NC(=O)C2c3ccccc3Oc3ccccc32)cc1 | 4 | 2 | 105 | -9 | -2 | 1.1 | 99 | 1.2 | . | -5
COc1ccc(CNC(=S)Nc2ccc3nc(N4CCN(C)CC4)cc(C)c3c2)cc1 | 11 | -26 | 96 | -7 | 26 | 1.1 | 91 | 1.5 | 0.73 | 4
COC(=O)C1CCCN1C(=O)C1CCCN1C(=O)CNC(=O)OCc1ccccc1 (configuration not stated) | 1 | 7 | 107 | -6 | -7 | 1.1 | 102 | 0.82 | -1.1 | -8
O=C(CN1C(=O)c2ccccc2S1(=O)=O)NCc1cccnc1 | 9 | -13 | 103 | -6 | 13 | 1.1 | 96 | 1.1 | -0.018 | -3
CCOc1cccc(-n2nnnc2-c2ccc(OC)cc2)c1 | -35 | 66* | 93 | -1 | -66 | 1 | 131 | 1.2 | 2.1 | 6

No new results follow: entries from further up.
SMILES | STAT3 blocker | APP transl inh | STAT1 activator | FLuc inh counter | APP 5'UTR act | FLuc stim CS | STAT3 act | NF-kB expr up | ROMK primary | STAT1 blocker
CCc1cc2c(NC(C(=O)O)C(C)C)ncnc2s1 (configuration not stated) | 6 | -3 | 100 | -8 | 3 | 1.1 | 99 | 1.1 | . | 0
Cn1c(CCNC(=O)c2ccccc2)nc2cc(NC(=O)C3CCCCC3)ccc21 | -2 | 19 | 103 | 0 | -19 | 1 | 101 | 1.7 | 0.17 | -2
COc1cccc(OC)c1C(=O)n1nc(C)cc1C | 2 | -8 | 106 | -9 | 8 | 1.1 | 102 | 0.97 | . | -6
Cc1c(Cl)cccc1NC(=S)N(CCCN1CCOCC1)Cc1cccs1 | 9 | 8 | 105 | -5 | -8 | 1.1 | 95 | 1 | -2.5 | -6
COc1ccccc1NC(=O)c1cn(C)c(=O)c2cc(OC)c(OC)cc12 | 0 | -9 | 107 | -6 | 9 | 1.1 | 103 | 0.61 | . | -8
CSCCC(NC(=O)c1cc([N+](=O)[O-])ccc1Cl)C(=O)O (configuration not stated) | -4 | -5 | 97 | -5 | 5 | 1.1 | 102 | 1.2 | . | 3
CCOC(=O)Nc1ccc(OCc2nnc3c4ccccc4c(C)nn23)cc1 | 28 | -5 | 95 | 3 | 5 | 1 | 80 | 0.98 | -1.6 | 3
CCn1ncc(C2=NOC(C(=O)Nc3cccc(C(C)=O)c3)C2)c1C (configuration not stated) | 30 | -2 | 84 | -2 | 2 | 1 | 80 | 0.87 | . | 17
CN1CCc2c(sc3c2C(=O)NC(c2cn(Cc4ccccc4)c4ccccc24)N3)C1 (configuration not stated) | 8 | 16 | 96 | -5 | -16 | 1.1 | 95 | 0.92 | . | 4
Cn1cc(CNCc2ccc(OC(F)(F)F)cc2)c(-c2ccc3c(c2)OCCO3)n1 | 56* | -10 | 69 | -4 | 11 | 1 | 54 | 0.57 | . | 33

Continuation.
SMILES | STAT3 blocker | APP transl inh | STAT1 activator | FLuc inh counter | APP 5'UTR act | FLuc stim CS | STAT3 act | NF-kB expr up | ROMK primary | STAT1 blocker
O=C(CSc1nc2c(c(C(F)(F)F)n1)CCc1ccccc1-2)NCc1ccco1 | 9 | 6 | 97 | -1 | -6 | 1 | 96 | 1.1 | . | 3
COc1cc(NC(=O)CN(C)S(=O)(=O)c2ccc(C)cc2)cc(OC)c1 | -2 | 2 | 98 | -1 | -3 | 1 | 105 | 1.2 | -0.017 | 2
COC(=O)C1=C(C)N(C2CCCC2)C(=O)C1(NC(C)=O)C(F)(F)F (configuration not stated) | 4 | 2 | 103 | 2 | -2 | 1 | 100 | 1.3 | . | -3
Oc1ccc(C2N=C(c3ccccc3)NC(c3ccccc3)=N2)cc1 | 6 | . | 102 | -5 | . | 1 | 95 | 1.3 | 0.83 | -3
Oc1ccc(N2CCN(C(=S)NCCc3ccccc3)CC2)cc1 | 14 | 1 | 87 | -5 | -1 | 1.1 | 98 | 4.7* | . | 15
CCn1c(=O)cc(SCC(=O)NCc2ccco2)c2ccccc21 | 23 | 15 | 87 | 0 | -15 | 1 | 82 | 1.2 | 3.5* | 14
O=C(N/N=C\c1cc(Br)ccc1O)c1ccc(S(=O)(=O)N2CCCCC2)cc1 | 9 | 69* | 99 | -6 | -69 | 1.1 | 96 | 0.82 | -0.078 | 1
COc1ccc(-c2[nH]ncc2/C=N\NC(=O)c2ccc(C(C)(C)C)cc2)cc1OC | -11 | 6 | 112 | 21 | -6 | 0.8 | 111 | 0.89 | -0.021 | -14
CCc1ccc(NC(=O)NCCN2CCc3ccccc3C2)cc1 | -21 | 15 | 98 | -4 | -15 | 1 | 124 | 1.1 | . | 2
Cn1c(-c2ccccc2Br)n[nH]c1=S | 5 | -3 | 90 | . | 3 | . | 98 | . | . | 10
Cc1cc(=O)oc2c(CN3CCCCC3)c(O)c(Cl)cc12 | -7 | 20 | 96 | -5 | -20 | 1 | 108 | 1.1 | -0.4 | 4
O=C(NCCn1ccc2ccccc21)c1ccc(S(=O)(=O)N2CCCCC2)cc1 | -3 | -11 | 94 | -3 | 11 | 1 | 103 | 1 | . | 7
Cc1ccc(C)c(Oc2cc(NC(=O)CCCn3nc(C)c([N+](=O)[O-])c3C)cc([N+](=O)[O-])c2)c1 | 3 | 13 | 99 | -5 | -13 | 1 | 105 | 0.72 | -0.043 | 1
O=C(Cn1cc2c(n1)CCCCC2)NCc1ccccn1 | . | -13 | . | -6 | 13 | 1.1 | . | 1.1 | . | .
COc1c(Cl)cc(Cl)cc1C(=O)Nc1ccc(NC(=O)c2cccs2)cc1 | 38 | -11 | 91 | -10 | 11 | 1.1 | 71 | 0.35 | 0.074 | 10
COc1ccc(C[C@@H]2CN3C(=NC[C@@H]3C)N2C[C@H](C)NC(=O)CCC2CCCCC2)cc1 | . | -2 | 99 | -3 | 2 | 1 | . | 0.97 | . | 2
CN(C)C(CNC(=S)Nc1ccccc1Cl)c1cccnc1 (configuration not stated) | 0 | 4 | 100 | -9 | -4 | 1.1 | 105 | 1.3 | . | -1
Cc1ccc(Cn2cc(/C=C/C(=O)O)c(-c3ccccc3)n2)cc1 | -10 | 7 | 106 | 2 | -7 | 1 | 112 | 1.3 | . | -7
O=C1N[C@@H](Cc2ccccc2)C(=O)N1CCN1CCOCC1 | 1 | 9 | 98 | -6 | -9 | 1.1 | 100 | 1.1 | . | 2
CC1=Nc2cc([N+](=O)[O-])ccc2NC(C)(C)C1 | -7 | -136 | 102 | 6 | 136* | 0.9 | 105 | 1.1 | . | -2
O=C(Nc1ccc(Cl)cc1)Nc1cnccn1 | 24 | 6 | 112 | -2 | -6 | 1 | 82 | 1.3 | 0.76 | -16
CC(=O)Cc1nsc(NC(=O)c2csc3c2CCCC3)n1 | 8 | -11 | 102 | -2 | 11 | 1 | 95 | 1.7 | . | -2
Cc1cc(-c2ccccc2C(=O)NCc2ccccc2)on1 | 5 | -32 | 99 | -4 | 31 | 1 | 98 | 0.96 | -0.57 | 3
O=C(O)/C=C\C(=O)N1CCc2ccccc21 | -8 | -20 | 92 | -8 | 20 | 1.1 | 112 | 0.95 | . | 9
CSc1nsc(/C=C/Nc2ccc(C)cc2)c1C#N | -45 | 15 | 103 | 3 | -15 | 1 | 137* | 1 | -1.2 | 0
Cc1ccc(S(=O)(=O)N2CCCOC2CNC(=O)C(=O)NCc2cccnc2)cc1 (configuration not stated) | 10 | 6 | 97 | -1 | -6 | 1 | 94 | 1.1 | 0.33 | 3
